Screening data: PubChem, National Center for Advancing Translational Sciences (NCATS)
HP1b chromo inh: inhibitors of HP1-beta chromodomain binding to methylated histone tails. Potency, µM (top dose mostly 114 µM), for the others: top-dose activity change, negative = inhibition, actives largely listed as inhibitors. 390,000 compounds, 0.56% hits. P83916. AlphaScreen HP1-beta / biotin-H3K9me3 peptide binding. AID 540317; note: potency is the fitted concentration of half-maximal effect; nearly all actives have a fitted effect of over 70% in size; inactives centre near 23
Target sequence (P83916 whole entry, looked up): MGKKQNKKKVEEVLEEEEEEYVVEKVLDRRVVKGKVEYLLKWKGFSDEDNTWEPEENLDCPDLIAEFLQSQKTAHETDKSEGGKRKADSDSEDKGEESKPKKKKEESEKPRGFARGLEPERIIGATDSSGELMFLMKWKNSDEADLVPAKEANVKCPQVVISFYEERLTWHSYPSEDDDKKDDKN
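Compound inhibition of the preformed complex between 50 nM HP1-beta and 50 nM biotinylated H3K9me3 peptide was read by AlphaScreen. Buffer was PBS pH 7.4 with 0.01% Tween-20. Incubations ran 30 min at room temperature, with 10 ug/mL donor/acceptor beads.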
GLS inh: inhibitors of human glutaminase (GLS) | Potency, µM (doses to about 45.5 µM), for the others: top-dose activity change, negative = inhibition, most hits filed as inhibitors | GLS enzymatic activity, qHTS titration | 410,000 compounds, 0.21% hits | O94925; note: potency is the fitted concentration of half-maximal effect; % is set by controls: 0 for no effect and ±100 for the full control effect
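Coupled fluorescence readout: glutamate oxidase/HRP/Amplex Red detect glutamate formed by hKGA from L-glutamine (1 mM solution added). Buffer 45 mM KH2PO4 pH 8.2, 0.02% Tween-20; reads at t0 and 30 min RT.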
PI4K2A inh: blocks human PI4K2A kinase activity. 420,000 compounds, 0.13% hits. Q9BTU6. activity change, negative = inhibition, % at 76.9 µM. purified PI4K2A, ADP-Glo luminescence, 1 h; stronger effect = lower value; in the data active = activity change below about -50%; inconclusive = mostly about -30% to -49%;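 note: -100% = wells without enzyme as full effect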
Target sequence (Q9BTU6 whole entry, looked up): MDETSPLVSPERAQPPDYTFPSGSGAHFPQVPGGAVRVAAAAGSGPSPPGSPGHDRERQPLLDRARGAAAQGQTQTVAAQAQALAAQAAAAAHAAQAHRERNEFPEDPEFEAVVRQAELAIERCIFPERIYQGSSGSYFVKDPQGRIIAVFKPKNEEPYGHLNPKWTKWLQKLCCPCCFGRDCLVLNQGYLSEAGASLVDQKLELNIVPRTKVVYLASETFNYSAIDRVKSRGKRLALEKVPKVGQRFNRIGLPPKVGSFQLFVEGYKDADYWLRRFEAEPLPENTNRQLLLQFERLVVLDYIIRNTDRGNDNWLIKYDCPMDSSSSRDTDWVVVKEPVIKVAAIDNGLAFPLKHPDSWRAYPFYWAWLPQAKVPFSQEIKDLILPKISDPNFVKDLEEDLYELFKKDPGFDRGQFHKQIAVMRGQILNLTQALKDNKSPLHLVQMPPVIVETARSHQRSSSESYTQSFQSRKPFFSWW
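In this quantitative HTS, ADP production by PI4K2A was quantified luminescently after 1 h at ambient temperature; 100 microM adenosine served as plate-quality control.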
BAZ2B inh: BAZ2B (human) inhibition | Potency, µM (top dose mostly 114 µM), for inactives: at the highest dose activity change, negative = inhibition, hits mostly inhibitors | AID 504333 | AlphaScreen BAZ2B-H3K14Ac peptide displacement | 360,000 compounds, 4.4% hits | Q9UIF8; note: potency is the fitted concentration of half-maximal effect; % is set by controls: 0 for no effect and ±100 for the full control effect; nearly all actives have a fitted effect of over 60% in size
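Inhibition is scored as reduced AlphaScreen emission. The BAZ2B/b-H3(5-23)K14Ac complex (50 nM each) in PBS pH 7.4, 0.01% Tween-20 meets compound (up to 110 uM) for 30 min at RT before bead addition.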
Tb PGK inh: T. brucei PGK inhibition. PGK/GAPDH coupled, Kinase-Glo luminescence, 60 min. Potency, µM (titrated, usually from 57.5 µM), for the others: top-dose activity change, negative = inhibition, most hits filed as inhibitors. 380,000 compounds, 0.043% hits; note: potency is the fitted concentration of half-maximal effect; % is set by controls: 0 for no effect and ±100 for the full control effect; nearly all actives have a fitted effect of over 60% in size
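Luminescent ATP detection (Kinase-Glo Plus) follows a 60-minute room-temperature incubation, with wells lacking PGK as controls. Buffer: 100 mM TEA (pH 7.6), 5 mM MgCl2, 0.01% Tween-20. Coupling enzyme GAPDH (100 nM final) supplies unstable 1,3-BPG in-well.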
ERG-DNA inh: inhibitors of human ERG Ets domain-DNA interaction. P11308. Potency, µM (titrated, usually from 76.9 µM), without a hit: at the highest dose FP activity, negative = inhibition, most hits filed as inhibitors. AID 624246. fluorescence polarization, His-ERG Ets domain / labelled DNA. 370,000 compounds, 0.028% hits; active = well fitted inhibition curve with a large enough effect in the polarisation, with a control signal flat; inconclusive = small, poorly fitted or top-dose-only effect, or effect the other way, or a change in a side signal; inactive = no such curve, though single readings can be large or run the other way; the % refers to the polarisation;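 note: polarization taken with two DNA probes labelled with fluorescein and Texas red; potency is the fitted concentration of half-maximal effect; % of control where 0% means no effect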
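His-tagged ERG Ets domain (1 uM in the protein solution; 300mM KCl, 50mM Tris-HCl, 1mM EDTA, 1mM DTT, pH 7.5) received compound, then a probe mix of 5 nM fluorescein-DNA and 100nM Texas-615-DNA. Fluorescence polarization was read for both dyes.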
G9a block: inhibitors of human histone lysine methyltransferase G9a; Q96KQ7; 350,000 compounds, 8.8% hits; G9a H3K9 monomethylation, AlphaScreen, 2 h; Potency, µM (series often up to 102 µM), for the others: top-dose activity, negative = inhibition, most hits filed as inhibitors; note: potency is the fitted concentration of half-maximal effect; % is set by controls: 0 for no effect and ±100 for the full control effect; nearly all actives have a fitted effect of over 75% in size
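Quantitative HTS format: methyltransferase activity on a biotin-tagged H3K9 peptide is measured by AlphaScreen, using a rabbit anti-monomethyl-H3K9 antibody with streptavidin donor and anti-IgG acceptor beads. Final levels are 20 nM enzyme, 500 nM peptide, 20 uM SAM; 2 h RT.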
Pin1 inh: inhibitors of human Pin1. Q13526. Pin1 FP peptide displacement, HiFluor488, 10 min. Potency, µM (highest dose often 115 µM), without a hit: at the highest dose activity, negative = inhibition, usual class: inhibitors. 390,000 compounds, 0.009% hits. AID 504891; active = well fitted inhibition curve with a large enough effect in the polarisation, with a control signal flat, not every such curve was filed as active; inconclusive = small, poorly fitted or top-dose-only effect, or effect the other way, or a change in a side signal; inactive = no such curve, though single readings can be large or run the other way; the % refers to the polarisation; note: potency is the fitted concentration of half-maximal effect; % is set by controls: 0 for no effect and ±100 for the full control effect
Target sequence (Q13526 whole entry, looked up): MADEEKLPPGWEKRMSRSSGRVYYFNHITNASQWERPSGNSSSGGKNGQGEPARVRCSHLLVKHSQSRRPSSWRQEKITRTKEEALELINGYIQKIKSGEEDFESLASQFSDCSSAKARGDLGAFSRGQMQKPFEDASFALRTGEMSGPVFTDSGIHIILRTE
JMJD2A Tudor: blocks the human JMJD2A Tudor domain. Potency, µM (highest dose often 114 µM), without a hit: at the top dose activity change, negative = inhibition, usual class: inhibitors. O75164. 390,000 compounds, 4.4% hits. AID 504339. AlphaScreen JMJD2A-Tudor / H3K4me3 peptide binding; note: potency is the fitted concentration of half-maximal effect; % is set by controls: 0 for no effect and ±100 for the full control effect; nearly all actives have a fitted effect of over 50% in size
* marks the source's active call; other numbers are inactive results; i = inactive; ? = inconclusive; . = no result given; [ ] = dose if it differs, or a comment. Unless noted, calls come from the whole dose curve; as a rule, active = well fitted curve in the direction sought with a large enough effect; inconclusive = small, poorly fitted or top-dose-only effect, or another doubt; inactive = no such curve, though single readings can be large; an effect the other way counts as inactive or inconclusive. Rows were taken by chance; about 11% have a hit in one of these screens.

SMILES	HP1b chromo inh	GLS inh	PI4K2A inh	BAZ2B inh	Tb PGK inh	ERG-DNA inh	G9a block	Pin1 inh	JMJD2A Tudor
COc1ccc(S(=O)(=O)c2c(O)c3ccc(C(=O)Nc4ccc(F)cc4)cc3[nH]c2=O)cc1	-1%	-7%	0	-29%	-10%	14%	5%[59 µM]	-5%	50µM*
CN(CC(=O)Nc1ccc(F)cc1)C(=O)Cc1ccsc1	20%	-6%	3	13%	-5%	3%	-2%[12.7 µM]	0%	-14%
Cc1ccc(C)c(NNC(=O)C(=O)NNc2cc(C)ccc2C)c1	13%	?	-8	-35%	-7%	7%	28µM*	-4%	?
Cc1nc(N2CCOCC2)c2c(C)c(C(=O)Nc3ccc(F)cc3Cl)sc2n1	30%	6%	0	1%	-6%	-8%	37%	-1%	-12%
COc1cccc(Nc2ccc(-n3ccnc3)nn2)c1	31%	-14%	-3	-15%	-1%	-6%	10%	-8%	-9%
C=CCOc1ccc(/C=C2\C(=N)N3N=C(S(=O)(=O)CC)SC3=NC2=O)cc1OC	11%	?	2	?	i	13%	2%[59 µM]	-4%	-12%
COc1cc(OC)c(C2=Nc3ccc(Br)cc3C(c3ccccc3)N2CC(=O)NN)cc1OC (stereo not drawn)	22%	14%	-2	-32%	-5%	3%	-3%	0%	-27%
N=c1oc2ccccc2cc1C(=O)NCc1ccccc1	15%	-8%	-3	-9%	-8%	4%	.	-5%	-9%
CCNC(=O)COC(=O)c1cc(-c2ccccc2)nn1-c1ccccc1	23%	-7%	4	.	-6%	0%	-10%	5%	-7%[57.1 µM]
O=C(NCc1ccccc1)c1cnc2n(c1=O)CCS2	23%	-16%	-14	13%	-1%	3%	?	2%	-18%
COc1ccc(-n2c(SCC(=O)Nc3ccc(Cl)c(C)c3)nc3n[nH]c(C)c3c2=N)cc1	53%[activator]	-1%	-3	-4%	-1%	13%	9%[59 µM]	-1%	-14%
Cc1ccccc1/C=C/C(=O)N1CCOCC1	28%	4%	2	-7%	-7%	10%	11%	-3%	-7%
CSc1ccc(CCNC(=O)c2cnn(-c3ccccc3)c2-n2cccc2)cc1	21%	-1%	-6	-18%	-3%	5%	4%[59 µM]	3%	-16%
CC(C)CN1C(=O)C(=O)N(CC(=O)N2c3ccccc3NC(=O)CC2C)C1=O (stereo not drawn)	25%	-3%	-6	5%	i	5%	-29%	-5%	-14%
CCOC(=O)N1CCC(n2c(SCC(=O)NCCC3=CCCCC3)nc3ccccc3c2=O)CC1	2%	0%	1	-22%	-6%	-6%	-32%[59 µM]	-1%	-23%
O=C(O)c1ccccc1C=NNc1ccccn1	10%	0%	3	.	6%	-5%	.	-2%	28µM*
O=C(C1CCC1)N1CCc2cc(S(=O)(=O)NCc3ccccn3)ccc21	23%	22%	0	0%	-5%	.	-5%	-8%	-23%
Cc1cc(OC(=O)c2ccc(F)cc2)c([N+](=O)[O-])c(=O)[nH]1	16%[57 µM]	2%	3	-27%	-13%	0%	?	1%	4%
Cc1ccc(NC(=O)CN2CCCC2c2cccs2)cc1S(=O)(=O)N1CCCCC1 (stereo not drawn)	30%	1%	2	-19%	0%	-6%	-4%[2.33 µM]	6%	-16%
CSc1ccc(/C=N/NC(=O)CN2CCN(Cc3ccccc3)CC2)cc1	9%[57 µM]	0%	-4	-14%	1%	-7%	-33%	1%	-17%
O=C(O)c1ccc(Nc2nc(-c3cccnc3)cs2)cc1	10%	?	-1	1%	-6%	5%	?	-7%	-7%
Cc1ccc(/C=C/C(=O)OCC(=O)N(CC(C)C)c2c(N)n(Cc3ccccc3)c(=O)[nH]c2=O)o1	-3%	-3%	-1	4%	-5%	-2%	-7%[0.501 µM]	50%[activator]	-25%
Cn1c(N2CCCC2)nc2c1c(=O)n(Cc1ccc(F)cc1)c(=O)n2C	16%	0%	-2	?	0%	9%	?	0%	-35%
CCC(C)NC(=O)c1ccccc1NC(=O)C(C)N(c1ccccc1)S(C)(=O)=O (stereo not drawn)	12%	7%	-1	9%	-5%	5%	-33%	-6%	-14%
O=C(CN1CCC(Cc2ccccc2)CC1)NCCc1ccc(F)cc1	32%[activator]	-26%	-2	-4%	-2%	7%	-2%	4%	-8%
COc1ccc(Cn2c(=O)c3cccnc3n(Cc3cccc(F)c3)c2=O)cc1	73%[activator]	-6%	3	4%	-8%	-3%	59%[activator][59 µM]	5%	29%
Cc1c(NC(=O)c2c(N)sc3c2CCCC3)c(=O)n(-c2ccccc2)n1C	24%	-3%	-13	10%	-9%	6%	?	2%	-13%
C#CC(=O)CC1(CN(Cc2ccccc2)C(=O)OC(C)(C)C)CCCCC1	-6%	0%	16	.	-6%	22%	.	12%	?
Cc1cccc(N2CCN(S(=O)(=O)c3ccc4c(c3)CCN4C(=O)CCC(=O)O)CC2C)c1 (stereo not drawn)	?	2%	-1	?	-9%	2%	?	.	56µM*
N#CC1(Cc2ccccc2)c2ccccc2C=CN1C(=O)c1ccccc1 (stereo not drawn)	-1%	0%	-2	-28%	-7%	4%	?	0%	-14%
CCOc1ccc(-c2cc(N)n(S(=O)(=O)c3ccc(OC)cc3)n2)cc1	34%	6%	0	-8%	-11%	3%	1%	7%	-25%
C/C(=N/NC(=O)C1CC1(c1ccccc1)c1ccccc1)c1ccco1 (stereo not drawn)	18%	-3%	1	-34%	-1%	-1%	13%	5%	-7%
COc1ccc(CN(C(=O)/C=C/C(=O)c2ccc(OC)cc2O)C(C(=O)NC2CCCCC2)c2ccncc2)cc1 (stereo not drawn)	-21%	-3%	6	?	4%	8%	-7%[59 µM]	15%	-20%
COc1ccc(C(=O)NNC2=C(C(=O)C(F)(F)F)CCC2)cc1	35%	3%	-7	3%	-5%	-2%	6%	-2%	-21%
COc1ccc(S(=O)(=O)N2CCCC(C(=O)NCC3CCCO3)C2)cc1OC (stereo not drawn)	24%	0%	-1	6%	1%	7%	10%	1%	-9%
COc1ccc(NC(=O)CSCc2ccc([N+](=O)[O-])cc2)cc1OC	34%	?	-1	-10%	1%	7%	-12%	2%	-3%
COc1ccc(-c2nc(CS(=O)(=O)CC(=O)NCCCN3CCOCC3)c(C)o2)cc1	28%	-1%	-1	-14%	-1%	2%	20%	1%	-6%
O=S(=O)(NCCc1csc2nc(-c3ccc(Cl)cc3)nn12)c1ccc2c(c1)OCCO2	35%	-8%	2	-6%	i	-4%	-6%[59 µM]	54%[activator]	1%
CCC(c1nnnn1CCOC)N1CCN(Cc2ccccc2)CC1 (stereo not drawn)	22%	-1%	1	3%	2%	-5%	-6%[12.7 µM]	-7%	-21%
CCN(C(=O)CSc1nnc(-c2cccc(Cl)c2)n1N)c1c(N)n(Cc2ccccc2)c(=O)[nH]c1=O	18%	17%	2	.	5%	4%	.	5%	-8%
COc1cc2c(C(=O)O)c(C)n(-c3ccccc3)c2c2ccccc12	9%	?	0	2%	4%	10%	?	5%	-10%[11.4 µM]
CCOc1ccc2ncc(C(=O)c3ccc(OC)cc3)c(N3CCN(CC)CC3)c2c1	12%	5%	-3	?	2%	-1%	45µM*	-1%	-33%
CCOC(=O)N1CCC(NC(=O)C2=CCN(S(=O)(=O)c3ccccc3)CC2)CC1	37%	-4%	-3	-11%	-9%	9%	-32%	-2%	-14%
Cc1cc(C)cc(N(C(=O)c2csnn2)C(C(=O)NC2CCCC2)c2cccnc2)c1 (stereo not drawn)	29%	38%[activator]	-1	1%	0%	0%	1%	0%	?
CN(CC(=O)N(CCO)Cc1ccccc1)S(=O)(=O)c1ccc2c(c1)c(=O)n(C)c(=O)n2C	10%	9%	-3	3%	0%	-2%	13%[0.0925 µM]	-7%	-6%
Cc1cc(C)n(CCC(=O)N2CCCC(Nc3ccc(F)cc3)C2)n1 (stereo not drawn)	20%	15%	3	.	-7%	-12%	.	0%	-8%
Cc1nnc(NC(=O)CSc2nnc(Cc3cccn3C)n2-c2cccc(C(F)(F)F)c2)s1	18%	4%	-5	-32%	6%	0%	-11%	-5%	-28%
C[C@@H]1C[C@H](Nc2ccccc2)c2ccccc2N1C(=O)c1cccnc1	15%	22%	3	?	3%	1%	?	-4%	-17%
CCS(=O)(=O)N1CCCC(C(=O)NCc2ccccc2Cl)C1 (stereo not drawn)	20%	5%	6	-2%	2%	-13%	-30%[12.7 µM]	-3%	-3%
COc1ccc(Cl)cc1N(CC(=O)N(C)C)S(=O)(=O)c1ccc(C)c([N+](=O)[O-])c1	20%	-2%	3	-7%	8%	2%	21%[59 µM]	2%	-15%
CCOc1ccc(CN2CCN(Cc3nc4c(s3)CCCC4)CC2CCO)cc1 (stereo not drawn)	30%	3%	1	-14%	-1%	-6%	-4%	-4%	13%

Record cards (already shown).
CCOc1ccc(CN2CCN(Cc3nc4c(s3)CCCC4)CC2CCO)cc1 (stereo not drawn) reads HP1b chromo inh = 30%; GLS inh = 3%; PI4K2A inh = 1; BAZ2B inh = -14%; Tb PGK inh = -1%; ERG-DNA inh = -6%; G9a block = -4%; Pin1 inh = -4%; JMJD2A Tudor = 13%
COc1ccc(Cl)cc1N(CC(=O)N(C)C)S(=O)(=O)c1ccc(C)c([N+](=O)[O-])c1 reads HP1b chromo inh = 20%; GLS inh = -2%; PI4K2A inh = 3; BAZ2B inh = -7%; Tb PGK inh = 8%; ERG-DNA inh = 2%; G9a block = 21%[59 µM]; Pin1 inh = 2%; JMJD2A Tudor = -15%
